IP6K1 inhibitor = Primary qHTS assay for small molecule inhibitors of Inositol hexaphosphate kinase 1 (IP6K1) | Inositol hexakisphosphate kinase 1 (Homo sapiens), Q92551 | IP6K1 kinase, ADP-Glo luminescence, 2 h; active compounds read low | activity change, % (series mostly up to about 58 µM) | 0.81% of 140,000 active; in the data active means activity change below about -25%
Target sequence (Q92551 whole entry, looked up): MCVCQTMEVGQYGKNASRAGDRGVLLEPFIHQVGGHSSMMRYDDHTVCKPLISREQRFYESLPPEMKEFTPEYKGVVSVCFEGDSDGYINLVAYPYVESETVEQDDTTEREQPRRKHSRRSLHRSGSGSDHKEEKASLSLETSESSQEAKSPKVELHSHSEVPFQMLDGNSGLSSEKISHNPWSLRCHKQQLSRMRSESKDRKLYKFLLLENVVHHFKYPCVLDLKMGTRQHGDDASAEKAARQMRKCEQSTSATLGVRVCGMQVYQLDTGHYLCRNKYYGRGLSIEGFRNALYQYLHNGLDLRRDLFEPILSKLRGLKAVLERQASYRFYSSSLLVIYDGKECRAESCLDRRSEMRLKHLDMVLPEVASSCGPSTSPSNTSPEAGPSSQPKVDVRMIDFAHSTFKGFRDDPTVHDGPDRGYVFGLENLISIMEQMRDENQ
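ADP-Glo luminescence measures ADP made by human IP6K1 during a 2 h RT reaction with ATP/IP6 (mix at 1.3 mM/130 uM); top library doses 57.5 and 19.1 uM final.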
3T3 cytotox = Cytotoxic Profiling in NIH 3T3 Cell Line of Diverse Libraries Using Quantitative High-Throughput Screening; Potency, µM (highest dose often 96.7 µM), for the others: top-dose activity change, negative = cytotoxicity, usual class: inhibitors; AID 1345082, 2018; NIH 3T3 viability, CellTiter-Glo ATP luminescence, 48-72 h; 4.3% of 94,000 active; further: potency means the concentration at half of the fitted maximal effect; nearly all actives have a fitted effect of over 55% in size
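Cytotoxicity was measured by CellTiter-Glo ATP luminescence after 48 or 72 h compound exposure at 37 °C. Mouse NIH 3T3 fibroblasts were seeded at 400 cells/well and dosed by 23 nL pin transfer.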
GPT2 inhibitor = Primary qHTS assay for inhibitors of Glutamate pyruvate transaminase 2 (GPT2); Alanine aminotransferase 2 (Homo sapiens), Q8TD30; Recombinant GPT2, coupled pyruvate oxidase/HRP Amplex Red fluorescence; Potency, µM (series often up to 57.7 µM), without a hit: at the highest dose activity change, negative = inhibition, usual class: inhibitors; 0.25% of 100,000 active; further: potency means the concentration at half of the fitted maximal effect; nearly all actives have a fitted effect of over 60% in size; many of its hits are not listed in these tables
Target sequence (Q8TD30 whole entry, looked up): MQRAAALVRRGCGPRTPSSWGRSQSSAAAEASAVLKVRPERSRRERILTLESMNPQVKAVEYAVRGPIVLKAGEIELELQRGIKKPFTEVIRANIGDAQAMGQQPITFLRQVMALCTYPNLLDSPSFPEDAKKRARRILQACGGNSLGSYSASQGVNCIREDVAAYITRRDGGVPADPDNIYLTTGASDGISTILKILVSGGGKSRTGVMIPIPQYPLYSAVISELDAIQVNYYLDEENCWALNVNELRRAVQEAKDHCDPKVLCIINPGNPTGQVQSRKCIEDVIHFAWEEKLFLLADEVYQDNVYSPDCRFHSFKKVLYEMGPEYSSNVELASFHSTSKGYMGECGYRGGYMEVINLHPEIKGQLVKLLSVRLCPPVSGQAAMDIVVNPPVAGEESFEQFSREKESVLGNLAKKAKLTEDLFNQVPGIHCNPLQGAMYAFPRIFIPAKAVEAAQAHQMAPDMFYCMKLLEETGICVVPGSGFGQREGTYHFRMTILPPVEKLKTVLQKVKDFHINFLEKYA
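Recombinant GPT2 (10ng/uL) with 250uM a-KG and 2mM L-alanine, 30 min at room temperature, in HEPES pH 7.5 buffer. Pyruvate detected by pyruvate oxidase/HRP/Amplex Red fluorescence after 30 min in the dark; AOA (50uM) as positive control.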
FLuc inh = Firefly luciferase inhibition profiling of diverse chemical library using quantitative high-throughput screening; Luciferin 4-monooxygenase (Photinus pyralis), P08659; 2.5% of 76,000 active; AID 1347043, 2019; purified P. pyralis luciferase, luminescence, biochemical; Potency, µM (series often up to 115 µM), inactives show at the top dose activity change, negative = inhibition, most hits filed as inhibitors; further: potency means the concentration at half of the fitted maximal effect; nearly all actives have a fitted effect of over 65% in size
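Purified 10nM P. pyralis luciferase with 10uM D-luciferin and 10uM ATP in 50mM Tris acetate pH 7.5, 10mM Mg acetate, 0.01% Tween-20, 0.05% BSA. qHTS titration; luminescence read by CCD imager.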
SNCA expr inh = Primary qHTS assay for inhibitors of alpha-synuclein gene (SNCA) expression | Potency, µM (titrated, usually from 57.2 µM), without a hit: top-dose activity change, negative = inhibition, actives largely listed as inhibitors | HEK-293 SNCA-luciferase knock-in, luminescence, 24 h | 0.17% of 140,000 active;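 further: potency means the concentration at half of the fitted maximal effect; plate controls were DMSO cells for no effect and cell-free wells for full effect; nearly all actives have a fitted effect of over 45% in size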
HEK293 viab = GF-AFC viability counterscreen for inhibitors of alpha-synuclein gene (SNCA) expression | 0.12% of 150,000 active | HEK-293-SNCA-luc viability, GF-AFC fluorescence, 24 h | Potency, µM (top dose mostly 57.1 µM), for inactives: top-dose activity change, negative = cytotoxicity, actives largely listed as cytotoxic;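 further: potency means the concentration at half of the fitted maximal effect; 0% = DMSO-treated cells and -100% = medium-only wells without cells; nearly all actives have a fitted effect of over 30% in size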
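HEK-293-SNCA-luc cells (1500/well) plated 24 h, then exposed 24 h to a dilution series; GF-AFC added 30 min at 37C, fluorescence 405/540 nm; normalised to medium-only and DMSO wells, Hill fit.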
HEK293 tox = Cytotoxic Profiling in HEK 293 Cell Line of Diverse Libraries Using Quantitative High-Throughput Screening; Potency, µM (doses to about 115 µM), for the others: at the highest dose activity change, negative = cytotoxicity, actives largely listed as inhibitors; AID 1345083, 2018; HEK 293 viability, ATP luminescence (CellTiter-Glo), 48-72 h; 6.6% of 94,000 active; further: potency means the concentration at half of the fitted maximal effect; nearly all actives have a fitted effect of over 60% in size
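Pintool-delivered compounds were incubated with HEK 293 cells (250 cells/well) at 37 degree Celsius for 48 or 72 hr. ATP-dependent luminescence (CellTiter-Glo) then reported remaining viable cells.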
An asterisk follows results filed as active; i = inactive; ? = inconclusive; nt = no result given; [ ] = dose if it differs, or a comment. Unless noted, the call rests on the fitted dose curve; in most records, active means well fitted curve in the direction sought with a large enough effect; inconclusive means small, poorly fitted or top-dose-only effect, or another doubt; inactive means no such curve, though single readings can be large; an effect the other way counts as inactive or inconclusive. Unless noted, on the % scale 0 is the no-effect control and ±100 the full control effect. Not all compounds are listed; rates above refer to the full screens.

nr	Compound	HEK293 viab	GPT2 inhibitor	3T3 cytotox	HEK293 tox	SNCA expr inh	FLuc inh	IP6K1 inhibitor
1	CCOC(=O)c1ccc2c(c1)N(Cc1ccccc1)C(=O)c1ccccc1S2	4%	nt	nt	nt	47%[activator]	nt	-5
2	CCn1ccc(C(=O)N2CCc3nc(NC)nc(C(=O)N4CCCC4)c3C2)n1	-5%	-9%	-1%	-23%	-22%	-7%	11
3	CC(C)S(=O)(=O)N(C)Cc1cccc(N2CCN(C(=O)c3c(Cl)cccc3Cl)CC2)c1F	nt	nt	?	?	nt	nt	-4
4	CC(=O)c1cccc(NC(=O)Nc2nnc(N3CCCC3)s2)c1	-4%	nt	nt	nt	-26%	nt	-38*
5	CC(O)c1cc2n(n1)CCCN(C(=O)c1ccc(-c3nnn(C)n3)cc1)C2 (stereo not given)	-6%	i	-6%	-7%	-5%	9%	-16
6	COc1ccc(S(=O)(=O)N2CCCC(Cc3nncn3C)C2)cc1 (stereo not given)	12%	i	i	i	0%	-5%	14
7	O=C(C1CCCC1)N1CCC(C(=O)N2CCCC2c2nc3ccncc3[nH]2)CC1 (stereo not given)	0%	i	-10%	-3%	-3%	nt	-1
8	Cc1cccc(OCC(=O)N2CCN(c3cc(C(F)(F)F)nc(C)n3)CC2)c1	3%	i	-28%	?	-25%	0%	-15
9	Cn1cnc(S(=O)(=O)N2CCCN(C(=O)c3ccncc3)CCNC(=O)CC2c2ccccc2)c1 (stereo not given)	3%	i	-18%	2%	11%	-8%	5
10	Fc1ccc(Cl)cc1-c1nc(Nc2ccncc2)c2nccnc2n1	0%	-1%	nt	nt	8%	nt	nt
11	COc1cccc(Nc2cc(-c3ccccc3)nc(C)n2)c1	-2%	nt	nt	nt	189%[activator]	nt	-17
12	Cc1ccc(-c2noc(-c3ccc(N4CCCC4)c([N+](=O)[O-])c3)n2)cc1	-8%	nt	nt	nt	?	nt	-2
13	Cc1cc(S(=O)(=O)N2CCCC(Cn3c(C)nc4cccnc43)C2)ccc1Cl (stereo not given)	6%	-12%	?	?	-13%	-5%	-6
14	CCN(CCCNC(=O)c1nn(-c2ccc(OC)cc2)c(=O)c2c1c1ccccc1n2C)c1ccccc1	3%	nt	nt	nt	42%[activator]	nt	2
15	O=C(Cn1ncn2nc(-c3cccs3)cc2c1=O)NCc1ccccc1Cl	-1%	nt	nt	nt	?	nt	0
16	O=C(C1CC2(CCNCC2)CN1)N1CCN(c2nc3ccccc3o2)CC1 (stereo not given)	-6%	3%	3%	4%	-6%	-2%	18
17	COc1cc2c(cc1OC)C(COc1ccccc1OC)N(C(=O)CC(C)C)CC2 (stereo not given)	12%	nt	nt	nt	2%	nt	16
18	NS(=O)(=O)c1ccc(-n2nc(C(F)(F)F)cc2-c2ccc(Cl)cc2)cc1	-33%	-7%	nt	nt	nt	nt	15
19	CCOc1ccc(NC(=O)c2ccc3nc(Cc4ccccc4)oc3c2)cc1	-17%	nt	nt	nt	-12%	nt	-11
20	Cc1cc(Cl)ccc1OCC(=O)N1[C@@H]2CC[C@H]1CC(NC(=O)c1ccncc1)C2 (stereo not given in full)	-10%	-5%	?	?	-10%	-9%	17
21	C=CCNC(=O)CCc1c(C)nn(-c2ccc(F)cc2)c1Oc1ccccc1	-13%	-1%	?	?	-4%	3%	3
22	COCCCNC(=O)CSc1nc2cc3c(cc2c(=O)n1CCCC(=O)NCc1ccc2c(c1)OCO2)OCO3	2%	nt	nt	nt	-5%	nt	3
23	COc1ccc(-n2ncc(C(=O)Nc3cccc(C(F)(F)F)c3)c2C2CCN(C(=O)OC(C)(C)C)CC2)cc1	-17%	nt	nt	nt	20%	nt	-11
24	COc1ccc(Nc2ncc(C(=O)Nc3cc(C)ccc3OC)c3ccccc23)cc1	11%	nt	nt	nt	15%	nt	6
25	CCCCCNC(=O)c1ccc(Cn2ccn3nc4c(c3c2=O)CCCC4)cc1	-21%	i	?	?	-3%	2%	13
26	CC1(C)C(=O)N(Cc2ccccc2)[C@H]2CN(Cc3cccc(C(=O)O)c3)C[C@H]2[S+]1(=O)[O-]	0%	1%	?	i	-8%	-1%	3
27	CC(C)(C)OCC1CN(Cc2cccs2)[S+](=O)([O-])c2cccnc2O1 (stereo not given)	-14%[23.9 µM]	i	?	-26%[57.5 µM]	2%[25.6 µM]	nt	8
28	COC(=O)N1CCc2nc(-c3ccc(OC)cc3)nc(-c3ccccc3)c2C1	2%	-2%	?	?	-2%	7%	-12
29	CN(C)C(=O)c1cccnc1OC1CCN(C(=O)Nc2ccc(F)cc2F)C1 (stereo not given)	6%	i	0%	3%	-12%	-3%	18
30	O=C(Nc1ccc(F)cc1)C1CCc2nc(N3CCN(C(=O)C4CCC4)CC3)sc2C1 (stereo not given)	?	3%	?	10µM*	-5%	-30%	8
31	O=C(NCc1ccc(Cl)cc1)c1cc2c(s1)-c1ccccc1SC2	-2%	nt	nt	nt	-12%	nt	-16
32	CCOC(=O)c1ccc(NC(=O)CN2C(=O)NC3(CCOCC3)C2=O)cc1	10%	i	i	0%	-3%	-13%	20
33	Cn1cc2c3c(cccc31)CN(C(=O)c1cccs1)CC2	2%	2%	?	?	28%	-4%	20
34	Cc1ccc2nc(CO[C@H]3CN(Cc4cnn(C)c4)C[C@H]3F)[nH]c2c1	-1%[87.6 µM]	5%[88.5 µM]	-5%[138 µM]	-6%[172 µM]	12%[87.6 µM]	-3%[172 µM]	-11
35	CCOc1ccc(CC(=O)N2CCC(n3cc(-c4nc(C(C)C)no4)nn3)C2)cc1 (stereo not given)	1%	i	-7%	-3%	-13%	4%	7
36	COc1ccccc1CN1COc2ccc3c(C)cc(=O)oc3c2C1	?	nt	nt	nt	-2%	nt	32
37	CCOC(=O)c1scc(-c2ccccc2)c1S(=O)(=O)N1CCN(c2ccc(Cl)cc2)CC1	-8%	nt	nt	nt	5%	nt	-14
38	C[C@@H](O)[C@H]1C(=O)N2C(C(=O)O)=C([C@H]3CCCO3)S[C@H]12	-1%[23.9 µM]	i	nt	nt	-8%[25.6 µM]	nt	-2
39	Cc1ccc(C2=NC3(CCN(C(=O)COc4cccc(C)c4)CC3)ON2)cc1	-12%	-9%	-31%	-27%	-4%	-7%	-15
40	C=CCCC(CN1CCCC1)Oc1cc(N2CCOCC2)ncn1 (stereo not given)	5%	?	5%	3%	1%	-4%	10
41	COc1ccccc1OC(C)(C)C(=O)N1CC(C)(C)[C@@](C)(O)C1	4%	i	3%	-1%	6%	4%	0
42	COc1ccc2[nH]c3c(c2c1)CCNC31CCN(Cc2scnc2C)CC1	9%[12.5 µM]	-7%	-24%	?	-3%	1%	-4
43	COc1ccc(CC(=O)N2Cc3ccccc3CC23CCCN([S+](C)(=O)[O-])C3)cc1 (stereo not given)	-4%	-6%	-5%	-19%	-7%	nt	-4
44	COCCc1noc([C@@H]2CN(C(=O)CC3=CCCCC3)C[C@H]2CO)n1	0%	-22%	-18%	-4%	20%	-6%	11
45	CC(=O)Nc1cc(-c2cc(C(=O)NCc3cccnc3)c3c(c2)N(C)CCO3)ccn1	-18%[87.6 µM]	i	?	?	5%[87.6 µM]	-18%[172 µM]	-11
46	CCOc1ccc(NC(=O)Cn2c(C)cc3nc4n(c(=O)c32)CCC4)cc1	8%	i	-19%	-12%	14%	3%	0
47	N#Cc1ccc2nc(CO[C@H]3CN(C(=O)c4cccnc4)C[C@H]3F)[nH]c2c1	12%[87.6 µM]	-5%[88.5 µM]	-10%[174 µM]	-13%[172 µM]	7%[87.6 µM]	-4%[172 µM]	10
48	CCC(C)Oc1ccccc1CN1CCC(CO)(CN2CCCC2)CC1 (stereo not given)	-5%	-20%	?	?	21%	8%	17
49	O=C(Cc1cccc(F)c1)N1CCCN(c2cc(-c3ccc(Cl)cc3)[nH]n2)CC1	-13%	?	?	?	-3%	2%	-12
50	O=C(Nc1ccc2ncnc(N3CCCCC3)c2c1)C1CCCCC1	-12%	?	?	?	0%	-8%	-17
51	CCOc1ccccc1C(=O)NCC(=O)N1CCN(c2ccccn2)CC1	14%	-22%	-13%	-7%	21%	6%	6
52	CC(=O)c1ccc(N2CCN(c3ccc4cc(S(=O)(=O)N5CCC(C)CC5)ccc4n3)CC2)cc1	-5%	nt	nt	nt	54%[activator]	nt	4
53	O=C(Cn1c(=O)n(-c2ccccc2)c(=O)c2c3c(sc21)CCC3)c1ccc(Br)cc1	-7%	nt	nt	nt	-6%	nt	3
54	O=[S+]1([O-])NC2(CCCN(Cc3ccc(F)cc3)C2)CNc2ccccc21 (stereo not given)	6%	i	?	?	-8%	5%	19
55	Cc1cccn2c(=O)c3cc(C(=O)NCC(C)C)sc3nc12	?	nt	nt	nt	23%	nt	-3

In the list so far, 7 have a thiophene ring, fused or not.
nr	Compound	HEK293 viab	GPT2 inhibitor	3T3 cytotox	HEK293 tox	SNCA expr inh	FLuc inh	IP6K1 inhibitor
15	O=C(Cn1ncn2nc(-c3cccs3)cc2c1=O)NCc1ccccc1Cl	-1%	nt	nt	nt	?	nt	0
27	CC(C)(C)OCC1CN(Cc2cccs2)[S+](=O)([O-])c2cccnc2O1 (stereo not given)	-14%[23.9 µM]	i	?	-26%[57.5 µM]	2%[25.6 µM]	nt	8
31	O=C(NCc1ccc(Cl)cc1)c1cc2c(s1)-c1ccccc1SC2	-2%	nt	nt	nt	-12%	nt	-16
33	Cn1cc2c3c(cccc31)CN(C(=O)c1cccs1)CC2	2%	2%	?	?	28%	-4%	20
37	CCOC(=O)c1scc(-c2ccccc2)c1S(=O)(=O)N1CCN(c2ccc(Cl)cc2)CC1	-8%	nt	nt	nt	5%	nt	-14
53	O=C(Cn1c(=O)n(-c2ccccc2)c(=O)c2c3c(sc21)CCC3)c1ccc(Br)cc1	-7%	nt	nt	nt	-6%	nt	3
55	Cc1cccn2c(=O)c3cc(C(=O)NCC(C)C)sc3nc12	?	nt	nt	nt	23%	nt	-3

Screening results as filed in PubChem BioAssay.
